# Bioassay records (PubChem BioAssay)
# POLK inh: inhibitors of human DNA polymerase kappa. Q9UBT6. purified Pol kappa, fluorescent DNA synthesis assay, 10 min. Potency, µM (highest dose often 107 µM), for the others: at the top dose activity, negative = inhibition, hits mostly inhibitors. 0.53% of 400,000 active; also: potency is read from the fitted curve at half-maximal effect; % is scaled to controls: 0 for no effect and ±100 for the full control effect
#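 Pol kappa 10 nM + cpd, 15 min RT; start w/ substrate 50 nM final; fluorescence kinetic read, 0 and 10 min. Neg ctrl: buffer, no enzyme.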
# BLM inh: blocks DNA unwinding by human BLM helicase. P54132. recombinant BLM DNA unwinding, fluorescence dequenching. Potency, µM (series often up to 56.1 µM), for the others: at the top dose activity change, negative = inhibition, most hits filed as inhibitors. 0.2% of 350,000 active;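 also: potency is read from the fitted curve at half-maximal effect; plate controls were vehicle for no effect and no enzyme for full effect; nearly all actives have a fitted effect of over 35% in size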
# Target sequence (P54132 whole entry, looked up): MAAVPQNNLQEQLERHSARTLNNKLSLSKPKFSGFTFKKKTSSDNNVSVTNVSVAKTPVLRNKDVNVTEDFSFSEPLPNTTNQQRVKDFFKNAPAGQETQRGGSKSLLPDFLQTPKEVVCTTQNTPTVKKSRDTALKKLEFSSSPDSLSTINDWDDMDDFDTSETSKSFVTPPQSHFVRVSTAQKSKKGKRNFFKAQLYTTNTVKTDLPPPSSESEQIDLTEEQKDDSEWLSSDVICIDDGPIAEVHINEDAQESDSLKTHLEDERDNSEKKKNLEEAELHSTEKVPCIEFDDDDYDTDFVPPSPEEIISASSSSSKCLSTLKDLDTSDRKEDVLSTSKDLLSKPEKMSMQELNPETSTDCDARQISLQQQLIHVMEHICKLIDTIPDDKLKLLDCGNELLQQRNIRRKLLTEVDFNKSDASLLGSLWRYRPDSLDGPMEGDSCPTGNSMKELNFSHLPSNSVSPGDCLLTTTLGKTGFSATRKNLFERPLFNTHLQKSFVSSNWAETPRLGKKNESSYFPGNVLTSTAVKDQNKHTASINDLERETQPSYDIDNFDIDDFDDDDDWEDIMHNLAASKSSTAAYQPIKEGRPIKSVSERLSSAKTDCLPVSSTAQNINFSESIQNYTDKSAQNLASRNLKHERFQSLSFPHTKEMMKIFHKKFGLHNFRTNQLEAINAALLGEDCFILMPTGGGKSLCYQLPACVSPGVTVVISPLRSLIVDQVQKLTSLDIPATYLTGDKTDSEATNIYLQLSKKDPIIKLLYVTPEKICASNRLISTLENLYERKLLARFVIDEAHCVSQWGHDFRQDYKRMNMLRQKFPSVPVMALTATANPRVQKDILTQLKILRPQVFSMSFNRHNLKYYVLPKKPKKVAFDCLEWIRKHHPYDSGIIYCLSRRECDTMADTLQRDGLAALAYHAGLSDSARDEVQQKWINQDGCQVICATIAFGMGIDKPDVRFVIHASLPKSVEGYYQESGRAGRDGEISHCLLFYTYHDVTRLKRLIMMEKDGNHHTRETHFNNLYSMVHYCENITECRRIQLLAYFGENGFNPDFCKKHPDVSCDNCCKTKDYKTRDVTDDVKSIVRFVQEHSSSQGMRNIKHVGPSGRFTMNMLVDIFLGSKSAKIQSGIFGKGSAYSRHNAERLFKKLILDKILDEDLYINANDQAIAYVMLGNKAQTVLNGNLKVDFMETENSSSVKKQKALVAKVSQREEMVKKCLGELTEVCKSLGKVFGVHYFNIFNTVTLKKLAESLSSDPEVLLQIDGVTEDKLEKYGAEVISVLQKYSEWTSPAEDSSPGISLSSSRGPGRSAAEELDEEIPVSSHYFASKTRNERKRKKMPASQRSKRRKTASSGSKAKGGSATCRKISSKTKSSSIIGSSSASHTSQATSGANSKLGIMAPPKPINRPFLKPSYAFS
# POLB inh: DNA polymerase beta (human) inhibition. Potency, µM (highest dose often 114 µM), for the others: at the top dose activity change, negative = inhibition, hits mostly inhibitors. AID 485314. Pol beta primer extension/strand displacement, fluorescence kinetic. P06746. 1.3% of 340,000 active; also: potency is read from the fitted curve at half-maximal effect; % is scaled to controls: 0 for no effect and ±100 for the full control effect
#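 Values derive from four-parameter Hill fits of normalized kinetic data: reads at 0 and 10 min following addition of 50 nM substrate to 10 nM Pol beta preincubated 15 min with compound.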
# ERG Ets-DNA blk: blocks human ERG Ets domain binding to DNA. fluorescence polarization, His-ERG Ets domain / labelled DNA. 0.028% of 370,000 active. Potency, µM (top dose mostly 76.9 µM), for the others: top-dose FP activity, negative = inhibition, actives largely listed as inhibitors. P11308; active = well fitted inhibition curve with a large enough effect in the polarisation, with a control signal flat; inconclusive = small, poorly fitted or top-dose-only effect, or effect the other way, or a change in a side signal; inactive = no such curve, though single readings can be large or run the other way; the % refers to the polarisation;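 also: polarization taken with two DNA probes labelled with fluorescein and Texas red; potency is read from the fitted curve at half-maximal effect; % of control where 0% means no effect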
#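 His-tagged ERG Ets domain (1 uM in the protein solution; 300mM KCl, 50mM Tris-HCl, 1mM EDTA, 1mM DTT, pH 7.5) received compound, then a probe mix of 5 nM fluorescein-DNA and 100nM Texas-615-DNA. Fluorescence polarization was read for both dyes.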
# TRHR ag: agonists of human TRH receptor. P34981. TRHR cells, calcium flux fluo-8, FDSS agonist mode. activation, % at 2 µM. 0.18% of 360,000 active. AID 493084; in the data active = activation above about 30%; also: 0% is about no effect
#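 Steps: seed TRHR cells overnight; add fluo-8 no-wash Ca dye, RT 30 min–1.5 h; record 10 s baseline; pin-transfer compounds; monitor fluorescence 1 cycle/s for the agonist window. Calcium increases flag candidate agonists.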
# Anesthetic bind: binds horse apoferritin like a general anesthetic; P02791; apoferritin/1-aminoanthracene competitive binding, fluorescence; Potency, µM (doses to about 77.5 µM), for the others: at the highest dose activity change, negative = displacement, usual class: inhibitors; 0.074% of 350,000 active; also: potency is read from the fitted curve at half-maximal effect; % is scaled to controls: 0 for no effect and ±100 for the full control effect; nearly all actives have a fitted effect of over 20% in size
#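 Apoferritin-based anesthetic binding model; compound displacement of fluorescent 1-AMA measured as endpoint fluorescence after 10 minutes at room temperature, scaled to free-ligand and complex controls.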
# ALOX12 inh: ALOX12 (human) lipoxygenase inhibition | P18054 | purified 12hLO, xylenol orange hydroperoxide absorbance | Potency, µM (top dose mostly 108 µM), inactives show at the top dose activity change, negative = inhibition, most hits filed as inhibitors | 1.1% of 580,000 active; also: potency is read from the fitted curve at half-maximal effect; % is scaled to controls: 0 for no effect and ±100 for the full control effect
#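 Purified human 12hLO at 150 nM in 25 mM Hepes, 0.01% Triton X-100, pH 7.0, preincubated 15 min at room temperature with compound. Reaction started with 40 uM arachidonic acid, 30 min at room temperature. Hydroperoxide measured by Fe-xylenol orange, 573/405 nm absorbance ratio.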
# APE1 inh: APE1 (human) endonuclease inhibition; P27695; recombinant APE1, TAMRA/BHQ-2 abasic DNA cleavage fluorescence; Potency, µM (doses to about 65.8 µM), inactives show top-dose activity change, negative = inhibition, hits mostly inhibitors; 0.35% of 350,000 active; AID 2517;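 also: potency is read from the fitted curve at half-maximal effect; plate controls were vehicle for no effect and reference inhibitor for full effect; nearly all actives have a fitted effect of over 55% in size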
#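 Incision of a quenched TAMRA/BHQ-2 THF abasic-site duplex (50 nM) by 0.75 nM APE1, after 15 min compound preincubation, measured as fluorescence increase over three 60 s reads. Values normalized to buffer, DMSO and NSC13755 control wells.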
# POLI inh: inhibitors of human DNA polymerase iota. Q9UNA4. Pol iota fluorescent replication assay, 10 min. Potency, µM (series often up to 115 µM), inactives show top-dose activity, negative = inhibition, hits mostly inhibitors. 1% of 390,000 active. AID 588590; also: potency is read from the fitted curve at half-maximal effect
#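 Pol iota at 10 nM preincubated 15 min with compounds at room temperature; reaction started with fluorescent substrate, 50 nM final. Fluorescence read kinetically at 0 and 10 min; buffer-only wells as negative control.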
# * = called active by the depositor; i = inactive; ? = inconclusive; nt = not tested or not shown; & = joins results of further samples; [ ] = dose if it differs, or a comment. Unless noted, calls follow the shape of the dose curve; as a rule, active = well fitted curve in the direction sought with a large enough effect; inconclusive = small, poorly fitted or top-dose-only effect, or another doubt; inactive = no such curve, though single readings can be large; an effect the other way counts as inactive or inconclusive.
SMILES,POLK inh,BLM inh,POLB inh,ERG Ets-DNA blk,TRHR ag,Anesthetic bind,ALOX12 inh,APE1 inh,POLI inh
CCN(CC)CCN1C(=O)c2oc3ccccc3c(=O)c2C1c1ccc(F)cc1 (stereo not given),-10%,-2%,21%,4%,1.6,-15%,-30%,14%,16%
Cn1cccc1C(=O)NNC(=O)COc1ccccc1F,-5%,-3%,-1%,-3%,0.5,-3%,nt,-11%,32%[activator]
Cc1cccc(CC(C)NC(=O)c2oc3c(F)cccc3c2C)n1 (stereo not given),-2%,4%,0%,-3%,-0.6,-5%,-5%,2%,19%
CCOc1ccc(NC(=O)Nc2cc(OCC(F)(F)F)cc(OCC(F)(F)F)c2)cc1,-9%,-13%,1%,23%,0.5,-9%,-5%,2%,1%
COc1cc(/C=C/C(=O)OCC(=O)Nc2ccc(C)cc2[N+](=O)[O-])ccc1O,-13%,-11%,10%,5%,0.0,-11%,3%,2%,?
C=CCN1C(=O)/C(=C\c2ccco2)C(C(=O)OC)=C1C,-6%,1%,?,-15%,-0.1,-10%,-6%,2%,5%
Cc1cccc(OCC(=O)NNC(=O)c2cccs2)c1,-5%,-1%,24%,-2%,-0.2,-11%,10%,-2%,49%[activator]
COc1ccc(C2CC(c3ccccc3Br)=NN2c2ccc(S(N)(=O)=O)cc2)cc1 (stereo not given),-2%,nt,nt,-16%,nt,nt,-22%,8%,5%
CCOc1ccc(N/C=C/C(=O)c2cc(OC)c(OC)c(OC)c2)cc1,-18%,-9%,?,3%,-0.4,-18%,0%,-1%,-25%
O=C(c1cccs1)N1CCN(Cc2nc3ccccc3c(=O)[nH]2)CC1,-5%,-6%,34%,2%,0.0,-10%,-17%,-4%,?
CCOC(=O)CC(NC(=O)c1cccc2c1C(=O)N(Cc1cccnc1)C2)c1ccc(OC(C)C)cc1 (stereo not given),-6%,-8%,-20%,-1%,-0.9,?,-4%,-10%,?
COCCCNc1ncnc2c1cnn2-c1ccc(F)cc1,-14%[60.1 µM],0%,29%,11%,0.0,3%,3%,nt,-5%
O=C(Cc1ccc(Cl)cc1)N/N=C/c1ccccc1,-1%,-6%,?,2%,-0.2,-10%,2%,15%,-13%
O=C1/C(=C\c2ccco2)CCC/C1=C\c1ccco1,8.9µM*,?,7.1µM*,71%[activator],2.3,-10%,25µM*,?,2.8µM*
FC(F)(F)c1cccc(Cc2noc(CN3CCCC3)n2)c1,-2%,-7%,0%,0%,-0.3,-18%,2%,23%,47%[activator]
C/C(=N\NC(=O)COc1ccc(C(C)(C)C)cc1)c1cc2ccccc2o1,-9%,-2%,36%,-12%,0.8,-4%,-2%,-2%,38%[activator]
O=C1c2ccccc2C(=O)N1CC(O)COCc1ccccc1 (stereo not given),-8%[60.1 µM],-2%,3%,nt,-0.4,-12%,9%,-1%,-1%
Cn1c(SCC(=O)Nc2cc(=O)n(C)c(=O)n2C)nnc1-c1cccs1,nt,1%,0%,nt,0.3,9%,nt,21%,nt
CN(CC(=O)Nc1ccc(Cl)cc1)C(=O)CNC(=O)c1ccc2c(c1)OCO2,-16%,nt,nt,-4%,-1.0,nt,-8%,10%,48%[activator]
C=CCn1c(CCNC(=O)c2ccco2)nc2ccccc21,-6%,-2%,25%,-11%,0.2,-2%,-1%,-4%,66%[activator]
COc1ccccc1N(Cc1ccccc1)S(=O)(=O)c1cccc(C(=O)Nc2cccc(C)n2)c1,-7%,-15%,3%,6%,1.3,-9%,-5%,-3%,1%
O=C(Nc1ccccc1)c1ccc(Br)c(S(=O)(=O)Nc2cccnc2)c1,1%,2%,-1%,-3%,0.6,5%,-12%,0%,-17%
CCCCCCCC(=O)O,17%,4%,nt,3%,nt,nt,8%,28%&-1%&1%,22%
CC1(C)Cc2cccc(OCC(=O)Nc3nccs3)c2O1,-7%,-3%,13%,-7%,-1.2,-16%,?,26%,13%
CCOC(=O)COc1ccc2c(C#N)c3ccccn3c2c1,-12%,-5%,?,9%,11,65%[activator],-15%,3%,?

# Next section, overlapping the part above by five compounds.
SMILES,POLK inh,BLM inh,POLB inh,ERG Ets-DNA blk,TRHR ag,Anesthetic bind,ALOX12 inh,APE1 inh,POLI inh
COc1ccccc1N(Cc1ccccc1)S(=O)(=O)c1cccc(C(=O)Nc2cccc(C)n2)c1,-7%,-15%,3%,6%,1.3,-9%,-5%,-3%,1%
O=C(Nc1ccccc1)c1ccc(Br)c(S(=O)(=O)Nc2cccnc2)c1,1%,2%,-1%,-3%,0.6,5%,-12%,0%,-17%
CCCCCCCC(=O)O,17%,4%,nt,3%,nt,nt,8%,28%&-1%&1%,22%
CC1(C)Cc2cccc(OCC(=O)Nc3nccs3)c2O1,-7%,-3%,13%,-7%,-1.2,-16%,?,26%,13%
CCOC(=O)COc1ccc2c(C#N)c3ccccn3c2c1,-12%,-5%,?,9%,11,65%[activator],-15%,3%,?
Cc1ccc(NC(=O)C2CCCN(S(=O)(=O)c3cccc4cccnc34)C2)c(C)c1 (stereo not given),-3%,-4%,17%,7%,-2.1,-8%,-26%,nt,46%[activator]
CC(C)c1nc(N2CCN(C(=O)c3ccccc3)CC2)c(C#N)c2c1COC(C)(C)C2,-9%,-1%,-2%,8%,-0.9,4%,1%,0%,?
NS(=O)(=O)c1ccc(NC(=S)Nc2ccn(Cc3cccc4ccccc34)n2)cc1,-6%,-5%,10%,-2%,-0.4,-7%,22µM*,-1%,-14%
COc1cccc(-c2ccc(C#N)c(SCC(=O)NCc3ccco3)n2)c1,-9%,-5%,0%,-8%,-0.5,-5%,-10%,0%,-16%
CCN(CC)CCC(=O)N1c2ccccc2CCc2ccc(NC(=O)OC)cc21,15%,3%,6%,2%,1.3,0%,0%,-2%,13%
COc1cccc(NC(=O)c2sc3nc(C)c(C(=O)Nc4ccc(C)cc4C)c(-c4ccc(Br)cc4)c3c2N)c1,-15%,-13%,13%,-13%,-0.4,-17%,-73%,nt,-15%
CCOc1ccc(-n2ccc(=O)c(C(=O)O)n2)cc1,-5%,-5%,65%,-4%,-0.4,-2%,-16%,-3%,-17%
O=C(NCc1ccc(Cl)cc1)C(=O)NCC1OCCN1S(=O)(=O)c1cc(F)ccc1F (stereo not given),-21%,-1%,-13%,3%,-1.2,-11%,i,-5%,34%[activator]
Cc1ccc(C(=O)O)cc1NC(=O)CSc1ncnc2sc3c(c12)CCC3,-20%,-3%,2%,-3%,0.3,-4%,-13%,?,?
CC(=O)OCCn1c(=O)c2cc3c(=O)n(CCOC(C)=O)c(=O)c3cc2c1=O,-4%,-1%,-2%,-3%,0.3,-12%,0%,2%,-21%
O=C(Nc1nncs1)c1ccccc1NS(=O)(=O)c1cccs1,-13%,-1%,3%,10%,-0.3,60%[activator],-23%,9%,1%
CCOc1ccccc1Nc1nnc(SCC(=O)Nc2cccc(S(=O)(=O)NC3=NCCCCC3)c2)s1,-14%,4%,0%,-3%,0.5,9%,-13%,3%,12%
O=C(NCc1ccccc1)c1c[nH]c2ccc(S(=O)(=O)Nc3ccc4c(c3)OCCO4)cc2c1=O,-13%,-8%,-4%,-10%,0.5,?,-27%,?,?
COc1ccc(-c2cc(C(=O)N3CCN(Cc4ccccc4)CC3)no2)cc1OC,0%,-7%,16%,0%,0.1,-3%,8%,?,18%
CCOc1ccccc1-c1noc(CCCC(=O)NC2CCCCC2)n1,4%,-11%,1%,10%,-1.5,-14%,-3%,2%,116%[activator]
COc1ccc2c(c1)C(c1ccc(C)cc1)CC(=O)O2 (stereo not given),-15%,-6%[120 µM],nt,nt,nt,?,nt,-4%[120 µM],nt
CCC(C)CCN1C(Nc2ccccc2)=NC[C@@H]1Cc1ccccc1 (stereo not given in full),-18%,0%,30%,8%,1.0,-11%,1%,43%,?
CCOC(=O)c1c(-c2ccc(F)cc2)csc1NC(=O)C1CC=CCC1C(=O)O (stereo not given),-14%,-6%,?,-2%,0.7,-13%,?,-3%,26%
Cc1ccc(NC(=O)COC(=O)c2ccc(C)c(S(=O)(=O)N3CCOCC3)c2)cc1,-14%,nt,nt,0%,0.2,nt,-3%,-29%,22%
Cc1nc2ccccc2n1S(=O)(=O)c1ccc(Br)cc1,-12%,0%,0%,nt,-0.5,-12%,-3%,2%,9%
COc1ccc(OC)c(/C=N\NC(=O)c2cc3c(ccc4ccccc43)o2)c1,18%,-6%,0%,9%,0.9,-1%,-5%,20%,81%[activator]
O=C(Nc1ccnn1C1CCN(C(=O)c2ccc(F)cc2)CC1)C1CCOC1 (stereo not given),-7%,-2%,14%,-8%,1.2,-3%,i,10%,31%[activator]
COc1ccc(N2C(=O)c3cc4ccccc4cc3C2=O)cc1,-3%,-5%,0%,14%,-0.9,4%,0%,32%,39%
O=C1CCC(=O)N1CNc1ccccn1,-7%,4%,-2%,8%,1.7,3%,78%[activator],3%,2%
CCN(C(=O)COC(=O)Cc1c[nH]c2ccccc12)C1CCS(=O)(=O)C1 (stereo not given),-2%,-8%,52%,3%,1.4,-4%,0%,0%,21%
Cn1c(-c2ccsc2)c(-c2cccs2)c2cc(-c3cccc4[nH]ccc34)ccc21,1%,nt,nt,-8%,-0.3,nt,9%,6%,18%
COc1ccccc1N1CCN(CC(=O)N(CC(C)C)c2c(N)n(CC(C)C)c(=O)[nH]c2=O)CC1,-6%,3%,2%,-10%,0.2,-2%,6%,-9%,122%[activator]
COc1ccccc1/C=C1\SC(=S)N(Nc2nc(C)cc(C)n2)C1=O,-3%,-1%,-1%,7%,0.5,-21%,-2%,1%,?

# This is a subset; count on the stated rates, not on these rows.
